AddAB inh: less growth of phage-infected E. coli with AddAB; actives 0.29% (n = 330,000); inhibition, % at 11.9 µM; E. coli expressing H. pylori AddAB, absorbance growth; in the data active = inhibition above about 12%;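 also: 0% = vehicle wells of infected cells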
MITF TRPM1 HTS: increases MITF-driven TRPM1 promoter luciferase signal; AID 588334; activation, % at 12.5 µM; actives 0.75% (n = 300,000); SK-MEL-5 TRPM1-promoter luciferase, 24 h; % of positive control, neutral wells = 0;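 active = mean activation of at least 80% with every replicate also reaching 80%; inconclusive = mean reaches 80% but some replicate falls short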;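 also: 0% = neutral control wells and 100% = parthenolide positive control wells; values of inactives mirror those of a sister screen read the other way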
CAL PDZ FP-1: inhibitors of human CAL PDZ peptide binding; Q9HD26; AID 602252; purified CAL PDZ, TMR-peptide fluorescence polarization, 1 h; inhibition, % at 24.9 µM; actives 0.92% (n = 300,000);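 active = mean inhibition of at least 30% with at least half of replicates also reaching 30%; inconclusive = no clear call, values can overlap the other calls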;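 also: 0% = DMSO neutral control and 100% = excess unlabeled competitor peptide PRC23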
Tat export inh: blocks Tat-dependent protein export in E. coli; E. coli MC4100 TorA-mCherry Tat export, fluorescence; inhibition, % at 10 µM; actives 0.036% (n = 340,000);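 active = mean replicate inhibition at least 50% and at least half of replicates individually reaching 50%; inconclusive = only one of the two criteria met; inactive = neither criterion met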;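 also: exported cargo escapes ClpAP degradation while cytoplasmic cargo is degraded and loses fluorescence; 0% = median of neutral control wells and 100% = median of NaSCN control wells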
SR-BI uptake up: SR-BI HDL lipid transfer activation. CHO ldlA[mSR-BI] cells, DiI-HDL uptake fluorescence, 3 h; 100 = double the neutral-control signal. activation, % at 12.5 µM. actives 0.096% (n = 320,000);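 active = mean replicate activation of at least 60% and every replicate at or above 60%; inconclusive = mean or all-replicate condition met, but not both; inactive = mean below 60% and not all replicates reaching 60%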;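 also: 0% = median plate neutral-control signal and 100% = twice that signal; values of inactives mirror those of a sister screen read the other way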
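Material: SR-BI-overexpressing, LDLR-lacking CHO cells | Dosing: Single compound concentration, delivered by pin transfer | Probe or stimulus: Labelled HDL, 10 µg/mL | Signal: Bottom-read cell fluorescence after medium removal, ex 550/em 595 nm | Schedule: 3 h, 37 °C | Evaluation: HDL uptake via cellular fluorescence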
Wnt act: Wnt/beta-catenin pathway activation; Wnt/beta-catenin reporter cell assay, activator, plate reader; activation, % at 9.35 µM; actives 1.2% (n = 300,000); in the data active = activation above about 30%, passing the limit was not always enough; inconclusive = no clear call, values can overlap the other calls;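 also: 0% = neutral control wells and 100% = positive control wells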
phage Ecoli inh: E. coli growth loss with phage present; growth absorbance; inhibition, % at 11.9 µM; actives 0.26% (n = 360,000); AID 651602; in the data active = inhibition above about 11%
CAL PDZ FP-2: human CAL PDZ-peptide interaction inhibition; Q9HD26; purified CAL PDZ, TMR-peptide fluorescence polarization, 1 h; inhibition, % at 20 µM; actives 0.02% (n = 330,000); AID 504414;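 active = highest replicate inhibition of at least 40%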;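 also: plate controls were DMSO neutral control wells for no effect and unlabeled competitor peptide control wells for full effect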
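Test system: tagged CAL PDZ domain / Buffer or medium: sodium phosphate/NaCl buffer pH 7.4 with TCEP, IgG, Thesit / Reagent: TMR-labelled reporter peptide T*-PRC34 bound in PDZ groove / Compound dosing: single point, 20 µM / Schedule: 1 h incubation at room temperature before polarization reading / Technique: fluorescence polarization (mP) / Benchmarks: unlabelled peptide, DMSO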
SR-BI HDL uptake: blocks mouse SR-BI lipid uptake from DiI-HDL; AID 488896; ldlA[mSR-BI] CHO cells, DiI-HDL uptake fluorescence, 3 h; Q61009; inhibition, % at 12.5 µM; actives 0.96% (n = 320,000);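 active = mean replicate inhibition of at least 70% and a set share of replicates each scoring 70 or more; inconclusive = meets just one of the two criteria; inactive = fails both criteria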;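 also: 0% = median of neutral control wells and 100% = median of positive control wells; values of inactives mirror those of a sister screen read the other way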
Target sequence (Q61009 whole entry, looked up): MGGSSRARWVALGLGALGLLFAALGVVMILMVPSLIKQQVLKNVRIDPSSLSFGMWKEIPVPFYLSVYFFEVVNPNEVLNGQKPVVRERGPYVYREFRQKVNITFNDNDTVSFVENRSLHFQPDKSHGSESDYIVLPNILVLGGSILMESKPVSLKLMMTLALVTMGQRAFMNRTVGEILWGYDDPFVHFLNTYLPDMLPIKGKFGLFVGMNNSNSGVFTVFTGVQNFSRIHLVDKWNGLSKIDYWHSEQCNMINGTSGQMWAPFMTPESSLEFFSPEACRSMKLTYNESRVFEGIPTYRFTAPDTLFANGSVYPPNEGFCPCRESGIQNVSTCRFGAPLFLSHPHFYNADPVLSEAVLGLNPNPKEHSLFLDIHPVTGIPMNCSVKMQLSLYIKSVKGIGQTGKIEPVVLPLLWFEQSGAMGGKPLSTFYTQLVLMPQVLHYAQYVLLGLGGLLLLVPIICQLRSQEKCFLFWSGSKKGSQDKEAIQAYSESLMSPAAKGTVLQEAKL
Ecoli viability: reduces bacterial viability in AddAB counter-screen | inhibition, % at 11.9 µM | E. coli V3065 growth, OD600 absorbance, 18 h | actives 0.27% (n = 330,000);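 active = inhibition above the campaign's mean inhibition across all tested compounds plus 3 SD, cut at about 9.9% in these data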;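 also: uninfected addAB+ strain grown without phage in ampicillin broth; 0% = DMSO wells and 100% = ciprofloxacin 0.95 µg/ml wells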
Starred values were filed as active, the others as inactive; u = inconclusive; x = not tested or not shown.

SMILES	AddAB inh	MITF TRPM1 HTS	CAL PDZ FP-1	Tat export inh	SR-BI uptake up	Wnt act	phage Ecoli inh	CAL PDZ FP-2	SR-BI HDL uptake	Ecoli viability
COc1c(F)c(F)c(C(=O)Nc2ccc(NC(=O)c3ccco3)cc2)c(F)c1F	3.1	6	-7	-12	-74	0	0.2	-1.0	74*	-2.4
O=C(c1ccco1)N1CCN(c2ncccn2)CC1	-2.4	x	x	-5	7	1	2.9	-0.3	-7	1.6
O=C(NCC(=O)N1CCN(C(=O)c2ccccc2)CC1)c1ccccc1	-1.6	5	2	-4	-5	-1	4.4	-1.3	5	1.6
CC(C)(C)c1nnc2sc(SCC(=O)c3ccc4c(c3)OCCO4)nn2c1=O	-2.4	-8	-3	-16	19	-1	1.2	-0.4	-19	0.3
O=C(CN1CCN(S(=O)(=O)c2ccccc2F)CC1)N1CCc2ccccc2C1	-0.2	-4	-2	-1	21	-1	-3.7	1.0	-21	0.6
O=C1CCC(C(=O)OCC(=O)Nc2cc(Cl)ccc2F)=NN1	0.2	1	x	-6	5	-1	1.2	-0.6	-5	1.3
Cc1cc(NCc2ccccc2)nc(-c2ccccc2O)n1	3.3	17	-1	6	-25	-2	2.8	1.0	25	-3.4
COc1ccc(S(=O)(=O)Nc2cccc3c2O[C@@H](CN(C)Cc2ccc(C(=O)O)cc2)[C@@H](C)CN([C@H](C)CO)C3=O)cc1	5.6	10	0	-4	15	-6	0.6	-0.1	-15	2.0
O=C(NCCOc1ccc(F)cc1)C1CCC(=O)N(CCc2ccccn2)C1 (stereo not drawn)	0.7	-2	x	-7	-9	2	3.5	-0.1	9	2.0
CCCS(=O)(=O)N1CCCC(C(=O)N2CCN(c3ccccc3)CC2)C1 (stereo not drawn)	-0.6	7	1	-7	x	x	2.0	-0.6	1	0.9
N#Cc1ccsc1NC(=O)c1ccc(Cl)c([N+](=O)[O-])c1	3.9	20	7	-12	x	3	3.2	-2.2	x	0.2
Cc1nc2ccccn2c1C(=O)N=Nc1c(O)[nH]c2ccccc12	0.5	59	2	-7	6	4	1.5	-0.7	-6	-1.5
CCOc1ccc(NS(=O)(=O)c2ccc(-c3cnc(C4CC4)o3)cc2)cc1	2.2	-13	2	12	14	3	0.9	-3.0	-14	-0.9
Cc1ccc(NC(=O)c2ccc(Cl)c(N3C(=O)C=CC3=O)c2)cc1	3.0	-37	-2	-4	-27	x	2.4	-0.4	27	0.4
Cc1cc(OC(=O)c2cc(Br)ccc2Cl)c([N+](=O)[O-])c(=O)[nH]1	-1.7	11	x	2	15	-2	2.4	0.8	-15	-0.1
CCc1ccc(C(=O)NNC(=O)CCC2CCCCC2)cc1	-0.1	6	-3	-2	23	-2	1.8	-0.5	-23	-0.8
CCOc1ccc(NC(=S)NC(=O)c2c(Br)cnn2C)c([N+](=O)[O-])c1	1.0	6	-3	4	-49	22	-1.2	-0.2	49	-0.7
CCOc1ccccc1C(=O)NCC(=O)NCCc1ccc(S(N)(=O)=O)cc1	1.7	1	-2	-3	20	-1	0.9	-1.3	-20	-1.9
Cc1nn(CC(=O)NCc2ccccc2F)c(C)c1[N+](=O)[O-]	1.6	-28	-13	1	-40	-4	3.8	-4.8	40	-0.6
COc1ccc(C(=O)Nc2ccncc2)cc1[N+](=O)[O-]	x	41	-5	5	-3	0	-0.7	-1.4	3	x
CCCC/C(C)=N/NC(=O)CN(c1ccc(Br)cc1)S(=O)(=O)c1ccccc1	-0.3	4	0	-7	18	x	2.1	-0.8	-18	-1.1
Cc1ccc(-n2c(=O)c3sccc3n(CC(=O)NC3CCCCC3)c2=O)cc1	1.7	-1	-6	-1	0	0	-1.5	-0.1	0	0.2
O=C(CN1CCCCCC1)NCCc1ccc(F)cc1	3.7	1	0	-3	18	0	2.2	0.4	-18	1.6
CCc1ccc(C2=NN(c3ccc(S(N)(=O)=O)cc3)C(c3ccc(F)cc3)C2)cc1 (stereo not drawn)	1.6	1	-2	-1	-38	x	1.7	-0.4	38	3.7
Cc1ccc(S(=O)(=O)CCN2CCC(O)(c3ccccc3)CC2)cc1	0.5	-6	1	1	14	0	0.2	0.6	-14	-0.6
CCOC(=O)[C@H]1[C@H]2COc3ccc(OC)cc3[C@H]2N2C(=O)CNC(=O)[C@@]12C	1.7	2	-1	15	1	2	2.1	-0.4	2	1.3
Cc1cc(=O)n(CC(=O)O)c2ccccc12	0.4	4	x	-3	15	0	3.2	0.4	-15	1.2
Cn1c(Cn2nnc(-c3ccccc3)n2)nnc1SCc1ccccc1Cl	0.6	-7	1	2	3	x	0.6	-2.7	-3	1.2
CCOc1ccc(S(=O)(=O)NNC(=O)c2cc3ccccc3o2)cc1	-0.9	0	-3	-2	-8	x	3.0	-4.8	8	0.8
N#C/C(=C\c1ccc(-c2ccccc2[N+](=O)[O-])o1)C(=O)N1CCOCC1	0.3	13	-7	3	-17	1	1.4	-2.4	17	0.1
CCOC(=O)N1CCN(C(=S)NC(=O)c2cccc(OC)c2)CC1	0.5	1	0	13	20	1	0.6	-0.4	-20	0.4
Cc1ccc(-n2nc(C)c(/C=N/NC(=O)c3cccs3)c2Cl)cc1	0.0	33	-1	4	-52	9	2.6	-1.8	52	0.2
COc1cc(OC)c(OC)cc1/C=C1\CC(C)C/C(=C\c2cc(OC)c(OC)cc2OC)C1=O (stereo not drawn)	-2.4	-50	-1	9	-55	2	-1.6	0.6	55	-3.1
COc1cc(C2C3=C(CC(C)(C)CC3=O)Nc3c2c(=O)[nH]c(=O)n3Cc2ccccc2)ccc1O (stereo not drawn)	-0.5	-9	2	-11	28	33*	2.1	-0.7	-28	-1.4
CC(C)NC(=O)C(=O)NNC(=O)C12CC3CC(CC(C3)C1)C2	1.0	x	x	-18	9	-2	-1.1	-0.3	-9	-5.9
Cc1cccc(N=NC(=S)NNc2cccc(C)c2)c1	x	39	x	1	-7	-3	-1.7	-0.4	7	x
Cc1ccn2c(C(=O)N/N=C/c3ccc(Cl)cc3)c(C)nc2c1	x	6	6	-12	-6	1	1.9	-1.4	6	x
COC(=O)[C@]1(C)N[C@H](c2ccc(-c3ccc(Cl)c(Cl)c3)c(OC)c2)[C@@H]2C(=O)N(C)C(=O)[C@@H]21	1.2	-12	14	7	-52	-5	0.2	-0.1	52	3.5
COc1ccccc1C(CNC(=O)c1cccc(S(=O)(=O)N2c3ccccc3CC2C)c1)N(C)C (stereo not drawn)	x	17	0	-7	-3	-2	3.0	-2.1	3	x
C/C(=N\NC(=O)c1ccc(CN2CCc3ccccc3C2)cc1)c1ccccc1O	7.7	-27	3	-3	-109	4	7.9	-1.1	109*	3.1
CC(C)c1nnc(NC(=O)CCC(=O)NC2CCCCCC2)s1	-0.9	10	-3	-3	23	-1	2.0	-2.3	-23	-0.8
COc1ccccc1CCc1nnc(CCC(=O)NCCCOc2cccnc2)o1	4.4	-5	-2	-6	-12	x	5.2	-2.9	12	-2.7
CC(C)NC(=O)CCS(=O)(=O)c1ccc(Br)s1	1.4	-9	x	-2	32	x	0.7	-0.2	-32	-2.1
O=[N+]([O-])c1ccc(Sc2ccccc2Cl)nc1	0.5	18	1	-4	12	x	-0.3	-0.8	-12	0.6
CN(C(=O)COC(=O)CNC(=O)c1ccccc1Cl)c1ccccc1	-0.1	-8	0	5	11	-1	2.8	-0.9	-11	-1.2
Cc1ccc(-n2nnnc2SC(C)C(=O)Nc2ccc(Cl)cn2)cc1 (stereo not drawn)	-0.4	-2	-3	3	22	-2	2.4	-2.5	-22	-0.6
Fc1ccc(OCc2nc(-c3cccs3)no2)cc1	0.1	72	x	11	-9	12	1.4	-2.2	9	3.5
COc1ccccc1N1CCN(c2ccc([N+](=O)[O-])nc2)CC1	1.9	13	x	-7	1	-2	2.6	-0.3	-1	1.8
CC1(C)CC(=O)C(C(C2=C(O)CC(C)(C)CC2=O)c2ccc(O)c([N+](=O)[O-])c2)=C(O)C1	0.0	11	x	11	4	x	2.2	-0.8	-4	-1.8
CCSc1ccc2c(c1)N(CCCN1CCN(C)CC1)c1ccccc1S2	0.6	2	0	10	-14	-5	3.6	1.4	14	-3.3
C=C(C)CNC(=S)Nc1sc2c(c1C(=O)OCC)CC(C)(C)OC2	-0.9	9	-2	0	10	x	2.4	-2.8	-10	0.4
C=CCn1c2ccccc2c2nnc(SCC(=O)Nc3cc(C)on3)nc21	1.4	-6	-14	-4	x	x	3.5	1.2	x	-2.2
N#Cc1cnn(-c2ncnc3sc(-c4ccccc4)cc23)c1N	-0.8	-21	x	2	-41	x	3.0	-1.0	41	-1.6
CS(=O)(=O)c1ccccc1-c1nnc(NC(=O)c2ccco2)o1	-2.1	6	2	-2	2	-3	0.7	-2.3	-2	1.4
CCN(CC)c1ccc(C=Nc2ccccc2C)c(O)c1	1.9	7	0	-3	-10	0	5.5	-0.1	10	2.3
COc1cc2ccccc2cc1C(=O)N1CC(C)OC(C)C1 (stereo not drawn)	x	-3	0	-6	1	0	0.6	-1.4	-1	x
COc1ccc(CCNC(=O)CNS(=O)(=O)c2ccc(Br)s2)cc1OC	1.5	-16	-1	5	-16	x	0.9	-2.4	16	-1.2
CC(=O)Nc1ccc(NS(=O)(=O)c2ccc(OC(C)C(=O)N3CCOCC3)cc2)cc1 (stereo not drawn)	4.2	2	7	1	-3	-6	5.3	-2.4	3	-0.1
O=C(COC(=O)/C=C/c1ccccc1Cl)NC1CCCC1	-1.1	-11	-4	-2	x	1	-3.1	-1.7	-55	0.5
COc1ccc(NC(=O)C(OC(=O)c2cnc(C)cn2)c2ccccc2)cc1Cl (stereo not drawn)	-1.4	40	3	7	9	4	3.8	-3.5	-9	-1.1
CCn1c(SCC(=O)Nc2cc(S(=O)(=O)N3CCOCC3)ccc2OC)nnc1-c1ccncc1	-1.5	-2	3	-1	17	-1	1.3	0.4	-17	3.3
O=C(NCC(=O)N(c1ccccc1)C(C(=O)NC1CCCC1)c1cccnc1)c1cccs1 (stereo not drawn)	-0.5	-8	-2	-2	23	-1	-0.5	-1.6	-23	-2.4
O=C(Nc1cccnc1)c1cc2cc(Br)ccc2o1	2.6	u	-16	-6	13	19	0.6	-0.6	-13	0.6

Part of the list above, limited to AddAB inh.
Molecule	AddAB inh
Cc1ccc(-n2nc(C)c(/C=N/NC(=O)c3cccs3)c2Cl)cc1	0.0
COc1cc(OC)c(OC)cc1/C=C1\CC(C)C/C(=C\c2cc(OC)c(OC)cc2OC)C1=O (stereo not drawn)	-2.4
